LAP4-GFP MLPCN: alters LAP4-GFP fluorescence in TOR pathway yeast screen; S. cerevisiae LAP4-GFP multiplex, flow cytometry GFP, 3 h; median GFP as percent of DMSO wells; GFP response vs DMSO, % at 10 µM; 0.34% of 320,000 active;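 active = GFP response vs DMSO above a set limit, about the screen mean plus 3 SD, cut at about 150% in these data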
GRK2 aptamer HTS: human GRK2 inhibition via aptamer displacement | P25098 | AID 488847 | 0.59% of 330,000 active | inhibition of aptamer binding, % at 10 µM | bead flow cytometry, FAM-aptamer displacement from GRK2;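 active = inhibition of aptamer binding above 40%, roughly 3 SD of noise, on plates passing a quality check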;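 also: median bead fluorescence of bound FAM aptamer so fluorescent compounds give negative values; no value below 0 was filed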
Target sequence (P25098 whole entry, looked up): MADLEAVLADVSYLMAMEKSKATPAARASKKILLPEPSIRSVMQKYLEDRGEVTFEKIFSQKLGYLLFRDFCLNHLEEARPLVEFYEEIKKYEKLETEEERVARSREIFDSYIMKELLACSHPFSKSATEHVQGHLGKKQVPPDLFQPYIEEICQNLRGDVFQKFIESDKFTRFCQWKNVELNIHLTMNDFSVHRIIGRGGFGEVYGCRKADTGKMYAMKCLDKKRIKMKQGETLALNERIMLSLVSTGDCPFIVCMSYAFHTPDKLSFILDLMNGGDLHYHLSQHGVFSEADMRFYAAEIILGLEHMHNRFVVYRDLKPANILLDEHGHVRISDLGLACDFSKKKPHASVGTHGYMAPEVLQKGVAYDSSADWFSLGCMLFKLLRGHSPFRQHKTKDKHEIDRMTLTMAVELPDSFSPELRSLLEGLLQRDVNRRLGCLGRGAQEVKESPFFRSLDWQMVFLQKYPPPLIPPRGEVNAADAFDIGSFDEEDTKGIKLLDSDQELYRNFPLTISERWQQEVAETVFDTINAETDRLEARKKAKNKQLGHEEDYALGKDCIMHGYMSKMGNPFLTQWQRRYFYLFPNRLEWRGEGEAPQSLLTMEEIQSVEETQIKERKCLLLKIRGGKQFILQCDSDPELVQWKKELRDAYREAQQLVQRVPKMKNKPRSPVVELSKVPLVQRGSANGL
VLA-4 inh: inhibition in a human VLA-4 binding assay; P13612; VLA-4 expressing cells, ligand binding flow cytometry; inhibition, % (about 7 µM as worked out from the volumes in the protocol); 0.2% of 330,000 active; AID 2557; in the data active = inhibition above about 50%
AGP1 TOR yeast: alters AGP1-GFP fluorescence in TOR pathway yeast screen; S. cerevisiae AGP1-GFP multiplex flow cytometry, 3 h; GFP as percent of DMSO wells; GFP response vs DMSO, % at 10 µM; 0.02% of 320,000 active; AID 2066;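 active = GFP response relative to DMSO above a set limit, near screen average plus 3 SD, cut at about 150% in these data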;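 also: median GFP channel fluorescence of the gated AGP1 strain per well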
MEP2 TOR yeast: yeast TOR pathway MEP2-GFP modulation; S. cerevisiae MEP2-GFP strain, flow cytometry GFP, 3 h; 100% = DMSO control level; GFP response vs DMSO, % at 10 µM; 0.51% of 330,000 active;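 active = GFP response versus DMSO above a set limit, roughly screen mean plus 3 SD, cut at about 180% in these data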;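 also: median GFP fluorescence of the barcode-gated MEP2-GFP cells per well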
RPL19A-GFP yeast: alters RPL19A-GFP fluorescence in TOR pathway yeast screen; S. cerevisiae RPL19A-GFP strain, flow cytometry, 3 h; active compounds read low; percent response vs DMSO, % at 10 µM; 0.3% of 330,000 active; AID 2025;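 active = percent response vs DMSO below 50%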;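 also: median channel GFP fluorescence of the barcoded RPL19A-GFP strain; ratio of sample median GFP to plate DMSO average so 100% = DMSO; lower means less RPL19A-GFP as with rapamycin TOR inhibition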
GASC-1 inh: inhibitors of human GASC-1 (JMJD2C) demethylase | Q9H3R0 | GST-JMJD2C(1-420) H3K9me3 demethylation, DELFIA europium | inhibition, % at 2.35 µM | 0.069% of 330,000 active | AID 2099;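 active = more than half of a compound's replicate wells show inhibition beyond 50%, single wells judged on their own value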;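 also: signal counts dimethyl H3K9 product captured on neutravidin plate; 0% = median of DMSO wells and 100% = 0.3 times that DMSO median; strong numbers were not always called active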
Target sequence (Q9H3R0 1-420 limits assumed): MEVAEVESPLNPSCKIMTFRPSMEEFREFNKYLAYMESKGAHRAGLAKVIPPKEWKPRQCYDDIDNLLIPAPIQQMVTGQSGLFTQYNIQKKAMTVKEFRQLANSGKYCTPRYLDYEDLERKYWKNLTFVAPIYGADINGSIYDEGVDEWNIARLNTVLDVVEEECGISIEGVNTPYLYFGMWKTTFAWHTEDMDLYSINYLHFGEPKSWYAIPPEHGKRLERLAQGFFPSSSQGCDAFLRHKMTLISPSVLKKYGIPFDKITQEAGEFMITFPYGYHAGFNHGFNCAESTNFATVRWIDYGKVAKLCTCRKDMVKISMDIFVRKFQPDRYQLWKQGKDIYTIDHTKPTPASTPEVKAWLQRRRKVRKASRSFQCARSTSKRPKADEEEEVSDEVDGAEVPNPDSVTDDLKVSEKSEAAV
CIT2 TOR yeast: modulators of TOR pathway CIT2-GFP in S. cerevisiae. AID 2029. GFP response vs DMSO, % at 10 µM. S. cerevisiae CIT2-GFP strain, flow cytometry, 3 h; 100 means same as DMSO wells. 0.065% of 320,000 active;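 active = GFP response relative to DMSO above a set limit, near the screen mean plus 3 SD, cut at about 150% in these data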;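 also: ratio of well median GFP fluorescence to mean of DMSO wells on the plate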
Starred values were filed as active, the others as inactive; · = no result given.

molecule,LAP4-GFP MLPCN,GRK2 aptamer HTS,VLA-4 inh,AGP1 TOR yeast,MEP2 TOR yeast,RPL19A-GFP yeast,GASC-1 inh,CIT2 TOR yeast
COc1cc(/C=C2/N=C(c3ccccc3F)OC2=O)cc(Cl)c1OS(C)(=O)=O,97.2,0.0,10.1,100.1,96.0,101.6,-1.4,111.2
Cn1nc(C(=O)Nc2ccccc2N2CCOCC2)ccc1=O,101.1,0.0,9.3,98.7,97.8,97.5,7.1,100.4
COc1ccc(C2C(C#N)=C(N)Oc3n[nH]c(C)c32)cc1CN1CCN(c2ccc(F)cc2)CC1 (stereo unspecified),96.1,0.0,5.5,95.8,97.0,97.0,-12.3,98.4
Cc1ccc([N+](=O)[O-])cc1S(=O)(=O)Nc1cccc(S(=O)(=O)NC2=NCCC2)c1,98.3,1.0,0.4,102.2,110.7,104.8,8.4,106.8
Cc1c(C(=O)NC(=S)NCc2cccnc2)cccc1[N+](=O)[O-],89.0,0.0,9.5,95.8,96.8,102.0,-6.5,96.6
O=C(O)C1C2C=CC(O2)C1C(=O)NCc1ccccc1Br (stereo unspecified),110.0,0.0,9.7,103.2,109.5,99.0,-2.1,98.4
COc1ccc(-c2csc3nc(-c4ccccc4F)oc(=O)c23)cc1,100.8,0.0,6.5,97.3,95.7,109.6,4.9,101.0
O=C(CSC(=S)N1CCOCC1)Nc1nccs1,97.3,2.0,1.2,100.9,98.2,93.9,0.9,93.9
CCOc1ccc(CN(C)C(=O)c2ccc(S(=O)(=O)N(C)c3ccccc3OC)cc2)cc1,101.4,0.0,0.1,97.3,102.0,98.7,-38.1,102.0
COc1ccccc1CNC(=O)C(=O)Nc1nccs1,102.3,2.0,-0.5,104.9,97.0,98.1,-0.3,94.5
O=C(NNC(=O)c1ccccc1Br)c1cccs1,91.0,2.0,-0.8,97.6,105.2,100.9,-5.0,97.5
CC(C)c1ccc(C(=O)N2CCN(c3cnn(C)c(=O)c3Cl)CC2)cc1,89.4,1.0,-2.6,96.1,99.1,100.2,-0.1,89.9
CCC(C)(C)NC(=O)CN(C(=O)CCC(=O)Nc1nccs1)c1ccc2c(c1)OCCO2,82.1,0.0,3.0,95.0,105.5,99.0,5.1,91.8
COc1ccc(S(=O)(=O)c2c(O)cc(C)c(NS(=O)(=O)c3ccccc3)c2C)cc1,101.6,0.0,-1.6,105.2,97.0,101.0,1.3,103.8
Cc1cc(C)nc(CCNC(=O)c2cc(COc3ccccc3)on2)n1,99.3,12.0,-1.9,93.3,105.5,99.0,-12.8,91.0
CCC/C(O)=C1\C(=O)CCCC1=NCCc1c(C)[nH]c2ccc(C)cc12,101.3,0.0,6.0,98.0,100.5,98.2,-0.8,99.0
CC(C)CNC(=O)c1c2c(nc3ccccc13)-c1ccccc1CC2,98.4,4.0,6.2,101.5,107.4,97.6,2.2,94.1
COc1cc(CCC(=O)OCC(=O)Nc2ccc(C(N)=O)cc2)cc(OC)c1OC,100.1,4.0,37.9,101.9,102.8,104.2,-15.7,103.4
Cn1nc(C(=O)Nc2ccc(S(=O)(=O)N3CCCCC3)cc2)ccc1=O,100.7,7.0,-0.9,96.9,100.0,99.4,-16.0,94.8
Brc1ccccc1/C=N/Nc1nc2ccccc2o1,99.5,3.0,-7.1,106.0,112.6,107.2,7.4,112.2
CC1CCN(S(=O)(=O)c2cccc(C(=O)NCc3ccco3)c2)CC1,103.7,0.0,-2.8,107.2,100.1,104.7,-19.4,109.3
c1ccc(C2NCCn3cccc32)cc1 (stereo unspecified),86.7,0.0,-20.1,91.1,84.5,94.2,-10.5,86.2
C=C(C)COc1ccc(-c2ncncc2-c2ccc(OC)cc2)c(O)c1,97.6,0.0,10.6,101.5,105.7,106.2,6.3,104.9
Cn1ccnc1SCC(=O)Nc1ccc2ccccc2c1,105.3,0.0,8.9,102.4,104.1,102.7,6.8,102.7
Cc1nc(NCc2ccccc2)sc1C(=O)Nc1ccccc1,109.1,16.0,5.1,101.2,103.6,98.7,9.5,94.8

4 entries from above, set out differently.
O=C(CSC(=S)N1CCOCC1)Nc1nccs1
- LAP4-GFP MLPCN: 97.3
- GRK2 aptamer HTS: 2.0
- VLA-4 inh: 1.2
- AGP1 TOR yeast: 100.9
- MEP2 TOR yeast: 98.2
- RPL19A-GFP yeast: 93.9
- GASC-1 inh: 0.9
- CIT2 TOR yeast: 93.9
Brc1ccccc1/C=N/Nc1nc2ccccc2o1
- LAP4-GFP MLPCN: 99.5
- GRK2 aptamer HTS: 3.0
- VLA-4 inh: -7.1
- AGP1 TOR yeast: 106.0
- MEP2 TOR yeast: 112.6
- RPL19A-GFP yeast: 107.2
- GASC-1 inh: 7.4
- CIT2 TOR yeast: 112.2
COc1ccccc1CNC(=O)C(=O)Nc1nccs1
- LAP4-GFP MLPCN: 102.3
- GRK2 aptamer HTS: 2.0
- VLA-4 inh: -0.5
- AGP1 TOR yeast: 104.9
- MEP2 TOR yeast: 97.0
- RPL19A-GFP yeast: 98.1
- GASC-1 inh: -0.3
- CIT2 TOR yeast: 94.5
c1ccc(C2NCCn3cccc32)cc1 (stereo unspecified)
- LAP4-GFP MLPCN: 86.7
- GRK2 aptamer HTS: 0.0
- VLA-4 inh: -20.1
- AGP1 TOR yeast: 91.1
- MEP2 TOR yeast: 84.5
- RPL19A-GFP yeast: 94.2
- GASC-1 inh: -10.5
- CIT2 TOR yeast: 86.2

Further results follow.
molecule,LAP4-GFP MLPCN,GRK2 aptamer HTS,VLA-4 inh,AGP1 TOR yeast,MEP2 TOR yeast,RPL19A-GFP yeast,GASC-1 inh,CIT2 TOR yeast
NC(=O)C1(c2ccccc2)CCC(=O)N1c1ccccc1 (stereo unspecified),106.8,0.0,5.6,96.4,103.3,100.5,6.4,88.0
CCCN1CCN(CCCNC(=O)c2cc3c(=O)[nH]c4ccc(C)cc4c3s2)CC1,102.6,0.0,5.3,103.9,96.0,99.1,4.5,99.6
COC(=O)c1sccc1NC(=O)/C=C/c1ccc(Cl)cc1,99.1,1.0,7.9,92.4,104.0,105.6,-1.8,95.7
CCOC(=O)c1c(C)[nH]c(C(=O)COC(=O)/C=C/c2ccc(OC(F)F)cc2)c1C,93.0,0.0,0.7,100.1,100.0,100.7,-3.2,102.1
CCOC(=O)C1(Cc2cccc(OC)c2)CCN(Cc2cnc(N)nc2)CC1,85.6,3.0,3.8,90.4,98.1,92.6,-1.6,93.3
N=c1c2c(n(Cc3ccc(Cl)c(Cl)c3)c3c1CCC3)CCCC2,114.6,0.0,5.7,106.8,106.0,97.9,-12.8,102.5
Cc1ccccc1OCC(=O)OCC(=O)NCC1CCCCC1,99.8,0.0,-8.0,101.2,93.0,99.2,-7.1,85.8
CC1Cc2ccccc2N1CC(=O)NC(=O)NC1CCCC1 (stereo unspecified),106.2,2.0,9.5,104.8,98.7,99.3,·,101.7
COC(=O)Cc1ccc(NC(=S)Nc2ccc(N3CCOCC3)cc2)cc1,99.0,1.0,6.7,107.5,97.5,101.5,-21.6,99.2
COCCn1nnnc1C(c1cc2c(C)cc(C)cc2[nH]c1=O)N1CCCCCC1 (stereo unspecified),97.7,0.0,11.6,110.9,97.8,98.3,5.7,109.0
COc1ccc(CCN2C(=O)c3ccccc3NC2c2cc(Cl)c(O)c(OC)c2)cc1 (stereo unspecified),97.4,3.0,-3.6,99.5,109.7,107.4,-1.6,102.6
CCn1c(=O)cc(OCC(=O)Nc2ccc(C)cn2)c2ccccc21,109.1,7.0,-1.9,106.2,109.2,100.5,50.0,101.6
CCSc1nnc(NC(=O)c2ccc(Br)s2)s1,101.1,0.0,0.2,104.5,101.7,97.7,-1.4,109.5
O=C(c1ccc(Cl)c(S(=O)(=O)N2CCCCCC2)c1)N1CCN(c2ccc(O)cc2)CC1,103.1,1.0,-1.5,95.2,90.4,96.2,-5.4,89.5
Cc1cccc(Cn2ccc(-c3ccc(Cl)cc3)c(C#N)c2=O)c1,96.6,0.0,-0.9,98.9,101.8,99.9,0.7,104.4
FC(F)c1nc2ccccc2[nH]1,104.8,1.0,9.6,112.5,104.2,102.7,3.7,106.4
CCOC(=O)c1c(NC(=O)COC(=O)c2ccc(C)s2)sc2c1CC(C)(C)NC2(C)C,109.1,0.0,27.1,106.7,100.3,101.7,-17.1,98.6
CCOc1ccccc1NC(=O)[C@@H](NC(=O)c1ccccc1F)C(C)C,87.2,0.0,-9.9,89.9,95.2,91.4,1.2,95.1
CCS(=O)(=O)N1CCCC(C(=O)NCCc2ccc(OC)c(OC)c2)C1 (stereo unspecified),104.8,0.0,3.4,105.2,96.9,100.8,11.7,102.7
COC(=O)c1ccc(S(=O)(=O)NNC(=O)c2ccc(S(=O)(=O)N3CCCCC3)cc2)cc1,95.2,0.0,16.0,99.4,103.5,105.2,7.4,96.9
C=CCN=C1S/C(=C/c2ccc([N+](=O)[O-])cc2)C(=O)N1CC=C,109.3,3.0,20.4,105.5,97.1,95.5,12.7,97.6
N=C1C(c2ccccc2)=C(O)CN1c1ccccc1N1CCOCC1,108.7,2.0,7.1,119.6,112.4,99.3,-7.5,102.5
CN(CC(=O)NCc1ccccn1)S(=O)(=O)c1cc(Cl)ccc1Cl,105.1,1.0,8.4,95.2,102.0,91.8,12.5,88.4
CCOC(=O)CNC(=O)CSc1nc(NCc2ccccc2)nc(N(C)C)n1,96.4,0.0,3.4,105.3,106.0,97.7,-7.3,102.2
COc1ccc(Cl)cc1C(Nc1cccnc1)c1ccc2cccnc2c1O (stereo unspecified),191.7*,0.0,11.8,106.4,99.3,85.1,29.9,89.9
COC(=O)c1ccc2c(C(C)(C)O)c(C(C)(C)O)[nH]c2c1,130.3,0.0,17.8,73.3,91.7,93.1,-5.9,66.6
CC(C)N(C(=O)COC(=O)[C@@H]1CC(O)CN1S(=O)(=O)c1ccc(C(C)(C)C)cc1)C(C)C (stereo partly specified),92.3,0.0,8.0,99.8,98.9,101.7,-7.0,100.1
COc1cc(C2c3c(oc4c(C)cc(C)cc4c3=O)C(=O)N2Cc2cccnc2)ccc1O (stereo unspecified),98.9,6.0,13.8,100.7,100.7,99.9,2.6,99.9
Cc1sc(NC(=O)CN2CCN(c3ccccn3)CC2)c(C#N)c1C,102.5,3.0,8.9,106.2,106.1,103.7,1.5,90.2
CCC(=O)Nc1cccc(C(=O)OC)c1,110.5,0.0,7.1,99.3,94.2,97.7,-2.5,95.0
O=C(Nc1ccc(Cl)c(C(F)(F)F)c1)NC1CC2CCCC(C1)N2C1CC1 (stereo unspecified),97.2,0.0,-11.3,105.5,95.6,98.5,14.2,100.5
Cc1ccccc1NC(=O)CCc1nnc2ccc(N3CCC4(CC3)OCCO4)nn12,103.8,0.0,3.6,101.2,110.2,104.0,-6.6,101.6
O=[N+]([O-])c1ccc(OC(F)F)c(/C=N/n2cnnc2)c1,96.4,0.0,1.4,98.3,106.8,107.9,-459.1,101.3
Clc1ccccc1C1CC(c2ccccc2)=Nc2ccccc2N1 (stereo unspecified),122.0,0.0,12.7,105.3,98.5,101.4,0.1,94.9
O=C(CCl)N=c1sccn1Cc1ccc(Cl)cc1Cl,124.7,3.0,0.0,96.2,98.0,92.4,-39.4,92.9
Cc1ccc(S(=O)(=O)NC(CC(=O)NC2CCCC2)c2ccco2)cc1 (stereo unspecified),96.5,0.0,26.5,101.2,97.4,97.8,3.8,102.4
CCn1c2ccccc2c2nnc(SCC(=O)OCN3C(=O)c4ccccc4C3=O)nc21,89.2,0.0,-1.2,95.7,93.7,91.1,39.5,96.8
O=C(c1cccc([N+](=O)[O-])c1)N1CCN(S(=O)(=O)/C=C/c2ccccc2)CC1,99.2,0.0,-157.9,97.7,98.7,100.6,-1.7,92.3

Source: PubChem (several laboratories)
